HEK293 NFkB inh = inhibitors of the PMA/ionomycin-induced NF-kB reporter in HEK293 cells; HEK-293 NF-kB luciferase reporter, luminescence; inhibition, % at 3 µM; 62,000 compounds, 0.21% hits;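 active = inhibition above the mean of all tested compounds plus 3 SD, cut at about 40% in these data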;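 also: 0% = stimulated DMSO wells and 100% = 10 µM reference inhibitor 5653914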
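Timing: 1 h pretreatment, 16 h stimulation, 37 °C; system: HEK-293 cells with stable firefly luciferase reporter driven by four HIV NF-kB elements; doses: 3 µM once, 0.30% DMSO; measured by: luciferase luminescence; control set: DMSO and 10 µM reference inhibitor; repeats: single test; reagent: PMA plus ionomycin mix as NF-kB-activating stimulus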
Jurkat viability = cytotoxicity toward Jurkat cells; Jurkat E6.1 viability, ATP luminescence, 48 h; inhibition, % at 4 µM; 56,000 compounds, 1.2% hits;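 active = inhibition above the mean inhibition of all tested compounds plus 3 SD, cut at about 28% in these data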
PKA kinase inh = PKA (human) kinase inhibition; P17612; PKA Kemptide phosphorylation, Kinase-Glo ATP luminescence; inhibition, % at 6 µM; 65,000 compounds, 0.1% hits;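 active = inhibition above the screen-wide mean inhibition plus 3 SD, cut at about 21% in these data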; also: many of its hits are not listed in these tables
ROCK2 inh = ROCK2 (human) kinase inhibition; 60,000 compounds, 0.35% hits; inhibition, % at 6 µM; O75116; purified ROCK2, Kinase-Glo ATP depletion luminescence; AID 604;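 active = inhibition above the screen-wide mean inhibition plus 3 SD, cut at about 18% in these data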;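 also: plate controls were DMSO wells for no effect and Y-27632 control wells after no-enzyme background subtraction for full effect; many of its hits are not listed in these tables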
Cdc25B inh = human M-phase inducer phosphatase 2 inhibition | P30305 | recombinant Cdc25B, OMFP fluorescence Ex485/Em525 | inhibition, %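 (compounds tested at 10 µM final in the well)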 | 65,000 compounds, 0.1% hits; in the data active = inhibition above about 50%
JNK3 inh = blocks human JNK3 kinase activity; P53779; purified JNK3 kinase activity, HTS; inhibition, % at 8 µM; 60,000 compounds, 0.61% hits; AID 746; in the data active = inhibition above about 17%;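 also: 0% = DMSO and 100% = reference inhibitor; many of its hits are not listed in these tables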
Target sequence (P53779 whole entry, looked up): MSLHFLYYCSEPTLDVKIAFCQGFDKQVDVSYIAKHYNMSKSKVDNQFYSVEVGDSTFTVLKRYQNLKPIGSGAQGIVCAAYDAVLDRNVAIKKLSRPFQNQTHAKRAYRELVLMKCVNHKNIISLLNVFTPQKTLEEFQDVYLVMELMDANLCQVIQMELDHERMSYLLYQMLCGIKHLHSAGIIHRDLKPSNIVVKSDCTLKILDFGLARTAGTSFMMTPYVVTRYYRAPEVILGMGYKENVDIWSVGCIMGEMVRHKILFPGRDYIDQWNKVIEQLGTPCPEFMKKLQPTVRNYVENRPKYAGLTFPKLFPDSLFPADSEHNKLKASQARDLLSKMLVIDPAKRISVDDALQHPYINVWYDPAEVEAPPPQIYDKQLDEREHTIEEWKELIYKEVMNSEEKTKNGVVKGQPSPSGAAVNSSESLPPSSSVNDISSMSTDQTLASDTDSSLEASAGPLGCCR
MKP-1 inh = inhibitors of human MKP-1 phosphatase; P28562; recombinant MKP-1, OMFP hydrolysis fluorescence; inhibition, %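 (compounds tested at a single concentration somewhere between 10 and 100 µM)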; 65,000 compounds, 0.15% hits; AID 374;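 active = inhibition above about 50%, limit read from the data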;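 also: 0% = DMSO max control wells and 100% = wells with enzyme stopped by NaOH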
Target sequence (P28562 whole entry, looked up): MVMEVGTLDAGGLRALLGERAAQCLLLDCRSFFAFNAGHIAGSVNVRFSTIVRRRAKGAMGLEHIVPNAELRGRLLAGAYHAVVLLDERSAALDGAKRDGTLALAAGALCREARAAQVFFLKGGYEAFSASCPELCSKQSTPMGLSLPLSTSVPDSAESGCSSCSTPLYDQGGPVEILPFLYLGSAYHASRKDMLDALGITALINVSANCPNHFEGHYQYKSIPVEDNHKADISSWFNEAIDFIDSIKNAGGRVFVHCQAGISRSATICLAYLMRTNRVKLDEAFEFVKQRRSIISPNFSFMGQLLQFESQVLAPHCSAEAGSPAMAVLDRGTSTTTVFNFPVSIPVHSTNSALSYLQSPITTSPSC
TNAP act mid DEA = human TNAP activation, intermediate phosphate acceptor; P05186; purified TNAP, CDP-star luminescence, 100 mM DEA, 30 min; stronger effect = higher value; scale: 0 levamisole-inhibited, 1 vehicle-only enzyme; activation factor at 20 µM; 64,000 tested, under 10 active; AID 813;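 active = activation factor of at least 2 at 20 µM, relative to controls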
MMP-13 inhibitor = blocks human MMP13 activity | 65,000 compounds, 0.07% hits | inhibition, % at 4 µM | P45452 | AID 570 | MMP-13 fTHP FRET cleavage, Mca fluorescence;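 active = inhibition above the mean of compound-free control plate wells plus 3 SD, cut at about 14% in these data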;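 also: 0% = DMSO wells and 100% = wells with reference MMP-13 inhibitor after basal subtraction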
Active calls of the source: *; . = not tested or not shown; [ ] = dose if it differs, or a comment. Compounds as they come. Share with any hit: about 1.9%.

SMILES	HEK293 NFkB inh	Jurkat viability	PKA kinase inh	ROCK2 inh	Cdc25B inh	JNK3 inh	MKP-1 inh	TNAP act mid DEA	MMP-13 inhibitor
COC(=O)COc1ccc(S(=O)(=O)NC2CCCCCC2)cc1	11	-3	3	-1	-14	-4	6	1	5
COC(=O)NCc1ccc(S(=O)(=O)N2CCOCC2)cc1	-4	4	6	-1	-7	-2	1	0.9	0
CNC(=O)CN1C(=O)C2C3C=CC(C3)C2C1=O (configuration not stated)	10	-5	8	4	-4	3	7	1	4
CCOP(=O)(c1ccccc1)C1(C#N)CCCC1 (configuration not stated)	.	.	1	1	-27	1	2	1	0
COc1ccc(OC)c2sc(NC(=O)C3CC3)nc12	16	2	-2	2	-4	-5	4	0.9	-10
CSCC[C@H](NC(=O)Nc1cccc(C(F)(F)F)c1)C(=O)O	24	3	0	-5	-10	2	-5	0.8	1
CCOC(=O)C1C2C=CC3(CN(Cc4cccs4)C(=O)C13)O2 (configuration not stated)	13	-7	7	4	-7	8	-23	0.9	3
Cn1cnnc1-c1cccc(NS(=O)(=O)c2ccc(N3CCCC3=O)cc2)c1	19	-1	5	4	-2	-4	5	.	-2
CCOC(=O)N1CCN(C(=O)CNC(=O)Cc2ccc(Cl)cc2)CC1	4	-6	6	6	2	2	0	0.9	-2
N#CCCSc1ccccc1NC(=O)c1ccc(S(=O)(=O)N2CCCC2)cc1	-2	0	12	7	-4	-1	-1	1	-8
CCOC(=O)c1cccc(NC(=O)C2CCCN(S(=O)(=O)c3c(C)n[nH]c3C)C2)c1 (configuration not stated)	29	-1	8	3	3	6	11	1	-1
CC(C)c1nnc(NC(=O)c2ccc(N3C(=O)CCC3=O)cc2)s1	-4	-8	2	-1	-4	-3	-7	0.8	-11
COc1ccc(C2(C(=O)N3CCOCC3)CCOCC2)cc1OC	-4	-6	-3	5	-11	1	-9	0.9	4
COc1cccc(C2CC(c3ccccc3Cl)n3nnnc3N2)c1 (configuration not stated)	14	2	3	4	13	6	9	0.9	4
Cc1ccc(-c2nnc3n2N=C(c2ccccc2Br)CS3)cc1	16	3	5	3	9	-10	12	0.9	-4
COc1cc(C(=O)NCCC2=CCCCC2)cc(OC)c1OC	13	7	11	5	-6	4	5	1	2
CCOC(=O)NC(Nc1nnc(C)s1)(C(=O)OCC)C(F)(F)F (configuration not stated)	4	-1	-1	4	5	2	-16	0.9	-2
CCc1nc2ccccc2n1CCC(C)C	3	4	12	8	-8	3	17	0.9	1
C=CCc1cc(C)ccc1OCC(O)CN1CCN(c2ccccc2)CC1 (configuration not stated)	15	7	-3	0	-16	0	1	1	-2
CCCSc1nsc(SCCC)c1C(N)=O	6	4	-9	-3	-13	5	-18	0.9	1
Cc1ccccc1Cn1c(CN2CCN(C(=O)c3ccco3)CC2)nc2c1c(=O)n(C)c(=O)n2C	3	4	2	-2	-25	0	20	1	2
c1ccc(N2CCN(c3nc4ccccc4n4nnnc34)CC2)cc1	8	7	1	-3	-2	3	-16	0.9	-8
Cc1ccc(NC(=O)C2C3C=CC4(CN(Cc5cccnc5)C(=O)C24)O3)cc1 (configuration not stated)	2	6	1	-9	-1	-5	0	0.9	3
Cc1cc(Nc2nc3c(c(=O)n(C)c(=O)n3C)n2C)n(-c2ccc(Cl)cc2)n1	15	.	-5	.	-8	.	5	0.8	0
CCOC(=O)CNc1c(-c2ccc(F)cc2)nc2cnccn12	1	.	9	.	22	.	5	0.9	-121[fluorescence artefact?]
CCOC(=O)c1c(N)sc2c(O)c(Br)ccc12	19	-10	8	6	4	3	7	0.9	2
Cc1cccc(-n2ncc3c(NCCc4ccc(S(N)(=O)=O)cc4)ncnc32)c1	24	3	-11	1	-5	-2	1	0.9	-9
O=C(CN1CCN(C(=O)c2ccccc2F)CC1)Nc1ccc(Br)cc1	2	11	0	3	7	5	-15	1	-2
Cc1nnc(NC(=O)CSc2nnc(CCc3nc4ccccc4[nH]3)n2C)s1	-6	-12	13	7	-2	6	-7	0.9	9
CCNC(=O)CC1C(=O)N(c2ccc(OC)cc2)C(=O)N1Cc1ccc(OC)cc1 (configuration not stated)	5	.	0	.	-1	.	2	1	-3

Molecules from the list above with fluorine, in the order listed:
SMILES	HEK293 NFkB inh	Jurkat viability	PKA kinase inh	ROCK2 inh	Cdc25B inh	JNK3 inh	MKP-1 inh	TNAP act mid DEA	MMP-13 inhibitor
CSCC[C@H](NC(=O)Nc1cccc(C(F)(F)F)c1)C(=O)O	24	3	0	-5	-10	2	-5	0.8	1
CCOC(=O)NC(Nc1nnc(C)s1)(C(=O)OCC)C(F)(F)F (configuration not stated)	4	-1	-1	4	5	2	-16	0.9	-2
CCOC(=O)CNc1c(-c2ccc(F)cc2)nc2cnccn12	1	.	9	.	22	.	5	0.9	-121[fluorescence artefact?]
O=C(CN1CCN(C(=O)c2ccccc2F)CC1)Nc1ccc(Br)cc1	2	11	0	3	7	5	-15	1	-2

More structures.
SMILES	HEK293 NFkB inh	Jurkat viability	PKA kinase inh	ROCK2 inh	Cdc25B inh	JNK3 inh	MKP-1 inh	TNAP act mid DEA	MMP-13 inhibitor
O=C(CSc1nc(O)c(C2CCCCC2)c(=O)[nH]1)NCC1CCCO1 (configuration not stated)	3	2	0	-7	-14	6	10	0.9	5
CCN1C(=O)C(CC(=O)NC2CCCCC2)N(CC)C1=O (configuration not stated)	9	-4	10	8	-3	-3	-15	0.9	-3
Cc1nn(-c2ccccc2)c2sc(C(=O)N(CC(=O)NC3CCCC3)Cc3ccco3)cc12	16	1	2	-2	-5	5	17	0.9	-7
COc1ccc(OC)c(-c2nnc(SCC(=O)N3CCOCC3)o2)c1	7	0	4	3	-6	5	6	1	-2
COc1ccc(NC(=O)C2c3cc(OC)c(OC)cc3C(=O)N(C)C2c2cccnc2)cc1OC (configuration not stated)	7	.	1	.	-7	.	31	0.9	4
O=C1CCC(=O)N1CNc1cccnc1	19	0	8	2	-18	1	7	1	4
Cc1csc(NC(=O)Nc2ccc(Cl)cc2)n1	3	2	5	4	-13	0	-4	0.9	-2
Cc1cc(C)nc(/N=C/c2c(O)n(C)c(=O)n(C)c2=O)n1	20	.	6	.	-3	.	11	1	5
CCc1ccc(N2CC(C(=O)Nc3nccs3)CC2=O)cc1 (configuration not stated)	0	-3	11	6	-25	0	11	0.9	4
Cn1c(SCC(=O)c2ccc3c(c2)OCO3)nnc1C1COc2ccccc2O1 (configuration not stated)	15	1	6	6	-6	-2	29	1	1
COc1cc(OC)c(NC(=O)CS(=O)(=O)Cc2nc(-c3ccc(C)cc3)oc2C)cc1Cl	21	-9	3	6	-5	5	15	1	3
O=C1N=c2ccccc2=C1c1sc(=S)n(CC2CCCO2)c1O (configuration not stated)	21	-1	5	5	-6	3	-1	0.9	-5
COc1ccc(OC)c(NC(=O)CN2CCN(C(=O)c3ccco3)CC2)c1	17	1	-1	0	-6	-3	9	0.9	1
CCOc1ccc(/C(O)=C2/C(=O)C(=O)N(CCCn3ccnc3)C2c2cccs2)cc1Cl (configuration not stated)	2	4	-2	1	8	9	8	0.8	-4
COc1ccc(OC)c(NC(=O)c2c(NC(=O)CNCc3ccco3)sc3c2CCC3)c1	6	4	0	3	-2	1	9	1	-8

Full records as entered above. Order of values: HEK293 NFkB inh | Jurkat viability | PKA kinase inh | ROCK2 inh | Cdc25B inh | JNK3 inh | MKP-1 inh | TNAP act mid DEA | MMP-13 inhibitor
`CCOc1ccc(/C(O)=C2/C(=O)C(=O)N(CCCn3ccnc3)C2c2cccs2)cc1Cl` (configuration not stated) as listed: 2 | 4 | -2 | 1 | 8 | 9 | 8 | 0.8 | -4
`Cc1csc(NC(=O)Nc2ccc(Cl)cc2)n1` as listed: 3 | 2 | 5 | 4 | -13 | 0 | -4 | 0.9 | -2

Further entries follow.
SMILES	HEK293 NFkB inh	Jurkat viability	PKA kinase inh	ROCK2 inh	Cdc25B inh	JNK3 inh	MKP-1 inh	TNAP act mid DEA	MMP-13 inhibitor
C=CCn1c(SCn2nnc3ccccc3c2=O)nnc1-c1ccc(Cl)cc1	11	1	2	3	4	4	21	0.8	-3
COC(=O)C1=C(CSc2nncn2C)NC(=O)NC1c1cc(C)ccc1C (configuration not stated)	4	1	-4	-5	-1	-8	-4	0.9	4
CCC(C)OC(=O)c1[nH]c2c(c1C)C(=O)CC(c1ccc(N(C)C)cc1)C2 (configuration not stated)	9	2	-7	0	-2	1	4	0.8	4
NC(=O)c1ccc(-n2nnnc2SCc2ccccc2)cc1	0	4	7	10	-13	-1	-28	0.9	1
COc1cccc(N2CCN(C(=O)c3ccc(N4C(=O)NC5CC4(C)Oc4ccccc45)cc3)CC2)c1 (configuration not stated)	18	2	0	-1	15	1	42	1	-3
Cc1cc2oc(C(=O)N(Cc3ccco3)C3CCS(=O)(=O)C3)cc(=O)c2cc1Cl (configuration not stated)	14	11	-2	0	-3	2	-4	0.9	-1
O=S(=O)(NCCc1cn2ccccc2n1)c1cccs1	4	-2	6	2	-6	0	0	1	5
CC(O)CNc1nc2c(c(=O)n(C)c(=O)n2C)n1C/C=C/c1ccccc1 (configuration not stated)	11	14	2	6	-6	3	-16	0.9	-2
CCOC(=O)NCc1ccc(S(=O)(=O)Nc2ccccc2C)cc1	-7	2	3	1	-7	-2	0	1	0
Cc1cc(C(=O)OCC(=O)NC2CCS(=O)(=O)C2)c(C)n1-c1ccccc1 (configuration not stated)	14	16	1	-4	-7	-1	19	1	-8
Cn1c(=O)n(-c2ccccc2)c(=O)c2c3c(sc21)COC(C)(C)C3	4	0	1	9	7	-3	43	0.9	4
O=C(NCc1ccc2c(c1)OCO2)c1cc2c(s1)CSC2	0	3	1	10	-7	9	7	0.8	2
COc1ccc(S(=O)(=O)N2CCC(C(=O)Nc3nnc(CCN4CCCCC4)s3)CC2)cc1	26	-2	12	3	-14	5	3	1	2
Cn1c(C(C#N)/C(=N\S(=O)(=O)c2cccs2)c2ccccc2)nc2ccccc21 (configuration not stated)	14	.	-2	.	-3	.	13	0.9	0
CCN(CC)S(=O)(=O)C1CCS(=O)(=O)C1 (configuration not stated)	3	2	4	1	4	3	4	0.9	4
CCC(c1nnnn1C1CCCCC1)N1CCN(C2CCCC2)CC1 (configuration not stated)	0	5	6	5	-16	2	1	1	1
CC(C)NS(=O)(=O)c1ccc(OCC(=O)Nc2ccc3c(c2)OCO3)c(Cl)c1	12	-2	3	4	5	-4	-6	0.9	2
Cc1cc(C)n2c(SCC(=O)Nc3cc(C)on3)nnc2n1	11	.	2	.	0	.	2	0.9	-4
Nc1nc(COc2ccc3ccccc3c2)cs1	-3	17	1	11	-13	-8	-6	0.9	3
O=C(NC(Cc1ccccc1)C(=O)N1CCN(c2ccccn2)CC1)c1ccco1 (configuration not stated)	2	-1	8	10	-3	5	-3	1	-16
COc1cc(-c2nc(-c3ccc(NC(=O)c4ccc5c(c4)OCO5)cc3)no2)cc(OC)c1OC	12	5	-2	1	-13	2	36	0.8	1
CC1=CS/C(=C(/C#N)C(=O)NCc2ccco2)N1c1ccccc1	13	-1	10	7	-10	-2	-2	0.9	2
Cc1cccc(NC(=O)CSc2nnc(-c3ccncc3)n2C)c1	8	-6	11	1	-8	-2	-15	1	-1
N#Cc1c(NC(=O)c2ccc(Br)o2)n(-c2ccccc2)c2nc3ccccc3nc12	21	-6	-2	-1	8	-1	23	0.9	-85[fluorescence artefact?]
COc1ccccc1NC(=O)CCSc1nnnn1C	12	0	-8	-3	-2	-4	-14	0.9	2
O=C(CCn1c(=O)oc2ccccc21)N1CCN(c2ccccc2Cl)CC1	21	69*	-2	2	-5	4	2	0.9	1
Cc1cc(NC(=O)CC23CC4CC(C2)CC(CC(=O)Nc2cc(C)on2)(C4)C3)no1	6	3	0	-3	-4	1	10	1	5
Cc1ccc(NCCNc2ccc(C)cc2)cc1	19	9	-6	-6	-18	-23	9	0.9	-2
